BRCA1 expr up – BRCA1 expression activation; MCF7-BRCA1-FFLuc reporter, luminescence, 48 h; response scale: scaled: vehicle 0%, 10 µM genistein 100%; Potency, µM (titrated, usually from 46.1 µM), for the others: at the highest dose activation, hits mostly activators; 1.1% of 380,000 active; AID 624202; note: potency is the fitted concentration of half-maximal effect; nearly all actives have a fitted effect of over 80% in size; some results filed as inactive show a strong effect at the top dose
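MCF7-BRCA1-FFLuc cells, 2000/well in phenol-red-free MEM, attached 2 h then treated 48 h at 37 C. Luciferase luminescence read 15 min after reagent; normalized to genistein maximum activation (10microM) and DMSO, concentration-response fitted.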
NPC1 promoter act – NPC1 promoter activation; Huh7 NPC1 promoter luciferase reporter, 24 h; Potency, µM (top dose mostly 9.22 µM), for the others: at the highest dose activation, most hits filed as activators; 2.4% of 320,000 active; AID 485313;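 note: potency is the fitted concentration of half-maximal effect; % of control where 0% means no effect; nearly all actives have a fitted effect of over 60% in size; reporter is driven by a mutant NPC1 promoter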
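Stable NPC1-promoter luciferase Huh7 line; cpd (DMSO) 24 h, 37 °C, 5% CO2; Amplite luciferase reagent 10 min RT; luminescence readout. qHTS format.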
FLuc modulator – counter-screen for miR-21 project: firefly luciferase inhibitors or activators | P08659 | purified FLuc, Km substrates, luminescence inhibition | Potency, µM (titrated, usually from 57.5 µM), for inactives: at the top dose activity change, negative = inhibition, most hits filed as inhibitors | 6.9% of 360,000 active | AID 588342;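 note: potency is the fitted concentration of half-maximal effect; plate controls were vehicle for no effect and reference inhibitor for full effect; nearly all actives have a fitted effect of over 55% in size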
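Purified P. pyralis luciferase, 10 nM final, with Km-level 10 uM D-luciferin and 10 uM ATP in 50 mM Tris acetate pH 7.5, 10 mM Mg acetate, 0.01% Tween-20, 0.05% BSA; 6-point qHTS titration about 60 µM downward; luminescence read.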
RORgamma inh – blocks mouse ROR gamma transcriptional activity. P51450. Drosophila S2 Gal4-RORgamma UAS-luciferase reporter, 20 h. Potency, µM (highest dose often 53.6 µM), for the others: top-dose activity change, negative = inhibition, actives largely listed as inhibitors. 5.4% of 310,000 active. AID 2551; note: potency is the fitted concentration of half-maximal effect; % is set by controls: 0 for no effect and ±100 for the full control effect; nearly all actives have a fitted effect of over 60% in size
Target sequence (P51450 whole entry, looked up, the tested form may be a part): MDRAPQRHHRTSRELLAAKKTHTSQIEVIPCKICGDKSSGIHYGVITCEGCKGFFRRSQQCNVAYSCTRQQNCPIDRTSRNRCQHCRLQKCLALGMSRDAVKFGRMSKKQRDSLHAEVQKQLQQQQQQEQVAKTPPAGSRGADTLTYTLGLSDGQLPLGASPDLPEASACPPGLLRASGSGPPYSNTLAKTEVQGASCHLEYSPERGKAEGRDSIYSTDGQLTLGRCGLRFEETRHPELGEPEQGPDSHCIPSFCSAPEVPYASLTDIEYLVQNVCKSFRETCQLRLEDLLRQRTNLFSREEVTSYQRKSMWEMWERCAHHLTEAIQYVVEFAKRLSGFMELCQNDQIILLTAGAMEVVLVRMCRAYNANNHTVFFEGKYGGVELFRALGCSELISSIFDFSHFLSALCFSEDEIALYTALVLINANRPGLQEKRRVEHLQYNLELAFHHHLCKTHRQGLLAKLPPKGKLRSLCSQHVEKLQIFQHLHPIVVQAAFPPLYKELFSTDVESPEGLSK
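In this cell-based reporter format, copper sulfate (700 uM final) drives Gal4–ROR gamma fusion expression from a metallothionein promoter in Drosophila Schneider cells; compounds preincubated 1 hr, reporter read after 20 hr at ambient temperature.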
Gal4-VP16 FLuc – Gal4-VP16 reporter inhibition counter-screen; Drosophila S2 Gal4-VP16 UAS-luciferase, luminescence, 20 h; Potency, µM (series often up to 53.6 µM), for the others: top-dose activity, negative = inhibition, usual class: inhibitors; 3.5% of 310,000 active; AID 2546;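 note: Gal4-VP16 expression switched on by copper sulfate through the metallothionein promoter; potency is the fitted concentration of half-maximal effect; % is set by controls: 0 for no effect and ±100 for the full control effect; nearly all actives have a fitted effect of over 50% in size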
ELG1 repair inh – ELG1-dependent DNA repair inhibition; AID 504467; HEK293T ELG1-luciferase reporter, luminescence, 16 h; DNA damage induced by 5-fluorouridine; Potency, µM (doses to about 46.1 µM), without a hit: at the top dose activity change, negative = inhibition, usual class: inhibitors; 2.3% of 330,000 active; note: potency is the fitted concentration of half-maximal effect; % is set by controls: 0 for no effect and ±100 for the full control effect; nearly all actives have a fitted effect of over 55% in size
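HEK293T cells expressing luciferase-tagged ELG1 (2,000/well) received 5-Fluorouridine plus compound or DMSO for 16 hr at 37 °C. Luciferase was read by ONE-Glo luminescence after 30 min at room temperature.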
TRPV1 ag – human TRPV1 agonism; Q8NER1; TRPV1-expressing cells, Fluo-8 calcium influx, agonist mode; activation, % at 8.33 µM; 0.19% of 320,000 active; AID 540275; in the data active = activation above about 80%; inconclusive = between about 30% and that limit; note: 0% is about no effect
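TRPV1-expressing cells were cultured overnight at 35.5C and loaded with Fluo-8 calcium dye for 40 to 90 min at room temperature. After a 10 s baseline, compound was added and calcium influx was read kinetically for 3 min (ex 480/em 520 nm).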
p53 reactivation – mutant p53 re-activation in reporter cells; H1299 p53-A138V BP100-luciferase reporter, luminescence, 24 h; Potency, µM (highest dose often 92.2 µM), inactives show at the top dose activity change, positive = activation, actives largely listed as activators; AID 504706; 0.063% of 320,000 active; note: potency is the fitted concentration of half-maximal effect; % of control where 0% means no effect; nearly all actives have a fitted effect of over 45% in size
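p53-null H1299 cells stably carrying temperature-sensitive p53-A138V and a BP100-luciferase reporter were pinned with compounds (4-point, 1:5 series) and held 24 hrs at 37 deg C. Luminescence was read 10 min after detection reagent.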
ELG1 genotoxic – induces genotoxicity in HEK293T cells with luciferase-tagged ELG1 | HEK293T ELG1-luciferase reporter, luminescence, 16 h | AID 504466 | 1.3% of 330,000 active | Potency, µM (doses to about 46 µM), for inactives: top-dose activity change, positive = activation, hits mostly activators; note: potency is the fitted concentration of half-maximal effect; % of control where 0% means no effect; nearly all actives have a fitted effect of over 60% in size
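Genotoxic stress is detected as increased luminescence from luciferase-tagged ELG1 in HEK293T cells, measured with ONE-Glo after a 16 hr treatment at 37 °C.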
Rab9 prom act – activates the Rab9 promoter. Huh7 Rab9 promoter-luciferase reporter, luminescence, 24 h. 2.8% of 320,000 active. Potency, µM (titrated, usually from 9.22 µM), inactives show at the highest dose activation, negative = inhibition, hits mostly activators; note: potency is the fitted concentration of half-maximal effect; % of control where 0% means no effect; nearly all actives have a fitted effect of over 60% in size
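Cell-based reporter: Huh7 stable for Rab9 promoter-driven luciferase, plated in reduced-serum medium with 10% FBS at 1500 cells/well, compound-treated 24 h at 37 °C, luminescence read after 10 min reagent.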
Tb PFK block – T. brucei PFK enzyme inhibition | O15648 | T. brucei PFK, ADP-Glo luminescence | Potency, µM (series often up to 57.5 µM), for inactives: at the top dose activity, negative = inhibition, most hits filed as inhibitors | 0.17% of 330,000 active;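 note: potency is the fitted concentration of half-maximal effect; 0% = uninhibited 1x PFK enzyme wells and -100% = no-enzyme wells; nearly all actives have a fitted effect of over 60% in size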
Target sequence (O15648 whole entry, looked up): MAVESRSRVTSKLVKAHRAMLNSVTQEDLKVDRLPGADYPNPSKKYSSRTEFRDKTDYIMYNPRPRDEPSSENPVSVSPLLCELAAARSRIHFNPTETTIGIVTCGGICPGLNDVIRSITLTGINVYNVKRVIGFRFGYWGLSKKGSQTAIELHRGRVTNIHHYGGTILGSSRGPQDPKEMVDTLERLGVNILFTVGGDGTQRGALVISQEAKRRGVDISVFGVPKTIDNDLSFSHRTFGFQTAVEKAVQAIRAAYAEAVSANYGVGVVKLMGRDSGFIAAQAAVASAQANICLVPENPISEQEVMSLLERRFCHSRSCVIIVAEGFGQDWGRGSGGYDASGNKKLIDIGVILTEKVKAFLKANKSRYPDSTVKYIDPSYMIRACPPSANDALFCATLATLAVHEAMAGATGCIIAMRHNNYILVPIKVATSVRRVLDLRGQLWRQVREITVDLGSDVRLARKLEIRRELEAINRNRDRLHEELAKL
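Compounds were pin-transferred as a titration series up to 57 uM into substrate buffer (0.5 mM F6P, 0.1 mM ATP, pH 8.0), then 1.25 nM PFK was added and reactions ran 45 min before ADP-Glo detection.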
Active calls of the source: *; ? = inconclusive; . = not tested or not shown; & = joins results of further samples; [ ] = dose if it differs, or a comment. Unless noted, calls come from the whole dose curve; as a rule, active = well fitted curve in the direction sought with a large enough effect; inconclusive = small, poorly fitted or top-dose-only effect, or another doubt; inactive = no such curve, though single readings can be large; an effect the other way counts as inactive or inconclusive.

SMILES	BRCA1 expr up	NPC1 promoter act	FLuc modulator	RORgamma inh	Gal4-VP16 FLuc	ELG1 repair inh	TRPV1 ag	p53 reactivation	ELG1 genotoxic	Rab9 prom act	Tb PFK block
COc1ccc(OCCCC(=O)Nc2cccc(SC)c2)cc1	-7%	-1%	-12%	27%	-1%	-2%	?	-10%	-1%	-4%	3%
Cc1cccc(NC(=O)NCCN2CCCCC2)c1	-12%	-2%	0%	0%	-5%	-2%	-3	21%	-2%	-4%	2%
COc1ccccc1NC(=O)c1ccc(NC(=O)CSc2n[nH]c(N)n2)cc1	14%	-1%	-18%	-2%[10 µM]	-7%	0%	0	-3%	1%	-3%	-2%
CC(=O)N1CCc2c(sc(NC(=O)Cc3ccc(F)cc3)c2C#N)C1	-11%	-5%	4%	-17%	0%	?	2	0%	8%	-6%	-2%
COc1cc(N(C(=O)Cc2cccs2)C(C(=O)NC2CCCCC2)c2ccc(C)cc2)ccc1-n1cnnn1 (stereo not given)	-23%	1%	-1%	-1%	-8%	27%	7	-6%	8%	-2%	-1%
Cc1ccc(C2=NO[C@@](CC(=O)O)(C(=O)Nc3ccc4c(c3)OCCO4)C2)cc1	14%	1%	?	4%	18%	11%	9	7%	4%	1%	5%
COC(=O)c1ccc2c(=O)n(Cc3ccc(C(=O)NCCCN4CCC(C)CC4)cc3)c(=S)[nH]c2c1	-17%	-3%	-16%	?	?	6%	7	0%	8%	10%	7%
COc1ccc(-n2ccnc(SCC(=O)NC3CCCC3)c2=O)cc1OC	9%	6%	4%	.	.	0%	1	-3%	-4%	-3%	-2%
Oc1ccc(CCNc2ncnc3ccc(Cl)cc23)cc1	-45%	-7%	-2%	?	6.3µM*	?	30	.	-15%	-13%	0%
COCCn1nnnc1C(c1cc2cc(C)ccc2[nH]c1=O)N1CCc2ccccc21 (stereo not given)	0%	-1%	15%	3%	0%	-21%	-1	-1%	-3%	-4%	2%
O=C(NC1CCCc2ccccc21)c1cccc(Br)c1 (stereo not given)	0%	-3%	-1%	3%	-11%	-16%	24	-1%	3%	1%	-3%
CC(C)NS(=O)(=O)c1ccc(OCC(=O)N(C)Cc2ccccc2)cc1	3%	-1%	1%	26%	3%	5%	4	1%	3%	0%	-4%
O=C(c1ccccc1)c1ccc(OC(=O)N2CCCC2)cc1	66%	?	?	-11%	-16%	?	2	?	4%	28%	4%
CCOC(=O)C1(CCCc2ccccc2)CCN(Cc2cnn(C)c2)CC1	-11%	0%	0%	-2%	4%	?	14	-3%	-8%	-13%	-3%
O=C(COC(=O)COc1ccccc1[N+](=O)[O-])NC1CCCCC1	5%	0%	-1%	.	.	13%	0	0%	1%	-5%	0%
O=C1C(Cc2ccccc2)Nc2ncnc(N3CCN(c4ccccc4)CC3)c2N1Cc1ccccc1 (stereo not given)	-8%	-1%	0%	.	.	2%	15	-5%	-12%	1%	-1%
COc1ccc(N2CCN(C(=O)CNC(=O)c3ccc(C(C)(C)C)cc3)CC2)cc1	-5%	1%	-16%	26%	-5%	?	26	-2%	0%	2%	-5%
O=C(c1cccc(F)c1)N1CCN(S(=O)(=O)c2ccc(C(F)(F)F)cc2)CC1	-58%	0%	3%	-19%	-7%	14%	0	-2%	-1%	5%	-7%
O=C(CCS(=O)(=O)c1ccc(Cl)cc1)NC1CCCC1	-2%	.	.	.	.	0%	.	4%	1%	.	?
COc1cc(-c2cc(C(=O)N3CCCCCC3)c3ccccc3n2)cc(OC)c1OC	-50%	-4%	-10%	.	.	-9%	2	-13%	1%	-34%[inhibitor]	3%
COC(=O)/C(=C/c1cn(C)c2ccccc12)[N+](=O)[O-]	.	1%	-6%	?	?	16%	.	-14%	1%	2%	0%
O=C(O)C1CCCN(S(=O)(=O)c2ccc3c(c2)OCCO3)C1 (stereo not given)	0%	0%	-2%	-12%	-4%	7%	0	-2%	2%	-14%	-6%
Cc1csc2ncnc(N3CCN(C(=O)Nc4ccc(OC(F)(F)F)cc4)CC3)c12	-34%	0%	3%	-54%	?	?	-1	-3%	-6%	-9%	2%
COc1ccc(CCN(Cc2cc3cccc(C)c3[nH]c2=O)C(=O)NC2CCCCC2)cc1OC	-1%	0%	4%	-30%	2%	0%	2	-2%	-6%	1%	-7%
COCCCNC(=O)c1cc2c(-c3cccc(OC)c3)nn(C)c2s1	-45%	-2%	-9%&4%	13%	-14%	12µM*	10	-1%	-1%	3%	-3%
New compounds follow
SMILES	BRCA1 expr up	NPC1 promoter act	FLuc modulator	RORgamma inh	Gal4-VP16 FLuc	ELG1 repair inh	TRPV1 ag	p53 reactivation	ELG1 genotoxic	Rab9 prom act	Tb PFK block
COc1ccc(NC(=O)C2CCCN(S(=O)(=O)c3cccc4nonc34)C2)cc1OC (stereo not given)	-5%	-2%	3%	10%	-2%	-2%	7	-5%	0%	0%	4%
CCOC(=O)CNC(=O)CSc1nnc(NC(=O)c2ccc3c(c2)OCO3)s1	-15%	3.5µM*	0.95µM*	7.1µM*	?	?	0	?	3.3µM*	3.2µM*	0%
Clc1ccc(Cn2c(-c3cccnc3Cl)nc3ccccc32)cc1	-13%	-2%	2%	-8%	11%	-11%	27	-1%	-1%	-1%	0%
CCCn1c(N)c(N(C)C)c(=O)n(CC(=O)Nc2ccc(OC(F)(F)F)cc2)c1=O	-12%	0%	6%	22%	5%	-5%	1	-12%	0%	-1%	0%
COc1ccc(N2CCN(C(=O)c3ccc(C)c(NC(=O)c4ccco4)c3)CC2)cc1	-24%	-4%	1%	11%	7%	16%	0	-13%	-6%	-5%	1%
CC(=O)N1c2ccc(S(=O)(=O)NCC3CCC(C(=O)NC4CCCCC4C)CC3)cc2CC1C (stereo not given)	-28%	-4%	1%	?	-5%	-9%	-1	-2%	-9%	-4%	-2%
O=C(CSc1ncnc2c1oc1ccccc12)N1CCc2ccccc2C1	.	-4%	0%	-1%	-2%	20%	-3	4%	3%	-4%	1%
O=C(O)/C=C/c1cn(-c2ccccc2)nc1-c1ccc(-c2ccc([N+](=O)[O-])cc2)o1	21%	-3%	9.5µM*	4%	-2%	-12%	2	1%	0%	-1%	1%
CN1/C(=C\C(=O)c2cccs2)Sc2ccccc21	-35%	?	1.5µM*	?	-25%	?	16	?	?	3.5µM*	0%
C[C@@H](C(=O)NCc1ccc(S(C)(=O)=O)cc1)[C@@H]1C[C@@]1(C)[C@@H](NC(=O)OCc1ccccc1)c1ccccc1	0%	-2%	-2%	32%&39%	-3%&-12%	?	-6	-5%	1%	-4%	-3%
O=C(Cn1c2[n+](c3ccc(C(F)(F)F)cc31)CCCCC2)Nc1c(F)cccc1F	3%	-6%	-1%	14%	1%	-3%	-4	2%	-5%	-2%	0%
O=[N+]([O-])c1ccc(N2CCN(S(=O)(=O)c3ccc(Cl)c(Cl)c3)CC2)cc1NCCN1CCOCC1	-27%	-5%	-1%	?	0%	0%	0	6%	3%	-10%	4%
Cn1nccc1NC(=O)Nc1cccc([N+](=O)[O-])c1	-3%	0%	3%	0%	6%	0%	14	-5%	-4%	-4%	-10%
COc1ccc(C2=NOC(Cn3nc(-c4ccccc4)cc3C(=O)NCc3cccc(Br)c3)C2)cc1 (stereo not given)	0%	.	.	.	.	?	.	10%	1%	.	0%
CCCCN(C(=O)c1ccc(S(=O)(=O)N2CCOCC2)cc1)C1CCS(=O)(=O)C1 (stereo not given)	-15%	1%	-1%	.	.	15%	-1	-3%	4%	2%	-1%
CSc1ccc(Cc2ccc(Cl)cc2Cl)nn1	?	28%	17µM*	14%	-2%	?	?	?	12%	?	1%
COCCN1CCN(Cc2cn(C)nc2-c2cccc(Cl)c2)CC1	4%	-1%	1%	-4%	3%	-3%	1	-2%	0%	-2%	-2%
Cc1ccc(N2C(=O)CC(Sc3ncccc3C(=O)O)C2=O)cc1 (stereo not given)	3%	0%	0%	13%	2%	9%	0	18%	4%	-3%	7%
CCOCCCn1c(=N)c(C(=O)NCCN2CCOCC2)cc2c(=O)n3cccc(C)c3nc21	12%	-3%	-4%	0%	-13%	4%	-2	0%	0%	6%	-9%
O=C(CN1C(=O)c2ccc([N+](=O)[O-])cc2C1=O)Nc1nccs1	-3%	-1%	-2%	5%	-17%	-3%	0	4%	-2%	-10%	5%
COC1(OC)N=C(N)C2(C#N)C(c3ccc4c(c3)OCO4)C12C#N (stereo not given)	-37%	-1%	-1%	20%	-6%	?	1	17%	-2%	-3%	-3%
CC(C)NC(=O)c1ccc(COc2cc(Cl)ccc2Cl)o1	29%	0%	-15%	1%	3%	?	-15	-5%	-1%	12%	5%
